Pf Dd2 inh – Plasmodium falciparum Dd2 growth inhibition; P. falciparum Dd2 growth, SYBR Green, 72 h; AID 1347417; Potency, µM (series often up to 28.9 µM), for inactives: at the top dose activity, negative = inhibition, most hits filed as inhibitors; hit rate 4.3% among 120,000; active = well fitted inhibition curve with a large enough effect; inconclusive = small, poorly fitted or top-dose-only effect; inactive = no such curve, though single readings can be large or run the other way;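 also: plate controls were DMSO vehicle for no effect and reference drug for full effect; nearly all actives have a fitted effect of over 65% in size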
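Infected erythrocytes (Dd2, 0.3% parasitemia, 2.5% hematocrit final) are added to compound in RPMI-1640/Albumax II medium, grown 72 h at 37C in low oxygen, then lysed with saponin/Triton-X containing SYBR Green and read by fluorescence.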
* marks the source's active call; other numbers are inactive results; i = inactive; ? = inconclusive; [ ] = dose if it differs, or a comment. Potency is read from the fitted curve at half-maximal effect. An excerpt; rates above refer to the full screens.

Start of the listing, in advance (two entries):
SMILES | Pf Dd2 inh
CC(C)C(=O)N1CCOC[C@H](Oc2ccc(C(F)(F)F)cc2)C1 | i
CCCCNC(=O)CC1Nc2cc(C)c(C)cc2NC1=O (stereo unspecified) | ?

Results, from the first entry:
SMILES | Pf Dd2 inh
CC(C)C(=O)N1CCOC[C@H](Oc2ccc(C(F)(F)F)cc2)C1 | i
CCCCNC(=O)CC1Nc2cc(C)c(C)cc2NC1=O (stereo unspecified) | ?
CNC(=O)[C@@H]1CN(C(=O)CCc2c(C)noc2C)C[C@H]1c1n[nH]c(C)n1 | -32%
COc1ccc(-n2c(SCC(=O)Nc3cccc(C)c3C)nc3c([nH]c4ccccc43)c2=O)cc1 | ?
CN(CC1CCOCC1)C(=O)NCc1ccccc1 | 17%
C=C(C)CN(C)C(=O)c1coc(COc2ccc3c(c2)OCO3)n1 | -9%
COc1ccc(C(=O)Nc2nc3c(s2)Cc2c(Br)ccc(OC)c2-3)cc1OC | ?
CC(=O)Nc1cccc(NC(=O)C(=O)NCCc2sc(-c3ccccc3)nc2C)c1 | ?
C[C@H]1CCCN1C(=O)c1nnc(CNCc2ccc3c(c2)OCO3)n1-c1cccnc1 | -15%[44.1 µM]
CC1=C(C(=O)OC(C)C)C(c2ccccc2F)N2C(CC(=O)N3CCOCC3)=CSC2=N1 (stereo unspecified) | i
Cn1c(=O)cc(SCC(=O)N2CCN(c3ccccc3F)CC2)c2ccccc21 | i
CCOc1cccc(C(c2c(C)n(C)n(-c3ccccc3)c2=O)c2c(C)n(C)n(-c3ccccc3)c2=O)c1OC | ?
COCCn1nc2n(c1=O)CCN(Cc1sccc1C)CC2 | 27%
CCCS(=O)(=O)N1CCC(Cc2ncc(C)n2Cc2ccc(F)cc2)CC1 | ?
CCCCN(C)C(=O)c1cccc2c1CCN2C(=O)Nc1ccc(OC)cc1 | 14µM*
Cc1ccc(C(=O)N2CCCC3(CCNCC3)CC2)c2ccccc12 | -2%
CCCCOc1ccc(C(=O)N(Cc2ccc(C(C)C)cc2)C2CCS(=O)(=O)C2)cc1 (stereo unspecified) | -11%
O=C(CCc1nnn2c1CN(C(=O)NC1CCCC1)CC2)N1CCCC1 | 6%
Cc1cnc(C(=O)N2CCC3(CC2)CC(N2CCN(c4ccccn4)CC2)CCO3)cn1 (stereo unspecified) | -3%
COc1cc(C(=O)NCC(c2ccc3c(c2)OCO3)N2CCOCC2)cc(OC)c1OC (stereo unspecified) | 9%
CCN(CC)C1CCOC2(CCN(C(=O)c3cccnc3C)CC2)C1 (stereo unspecified) | -12%
O=C(C1CN(c2ccc(F)cc2)C(=O)N1)N1CCN(Cc2ccccc2)CC1 (stereo unspecified) | i
COc1ccccc1-c1cc([C@H]2CN3CC[C@H]2C[C@@H]3CNC(=O)C2CCCCC2)n(C)n1 | i
CN(Cc1ccccc1)C(=O)CN1C(=O)COc2ccc(C(=O)COc3cccc(F)c3)cc21 | i
Cc1cc(F)ccc1-c1[nH]nc2ncc(-c3ccccc3)nc12 | i
Cc1cc(C)n(CC(=O)NCC(=O)N2CCCCCCNC(=O)CC2c2ccccc2)n1 (stereo unspecified) | -2%
CCn1ncc(N2CCC(NC(=O)c3ccc(C)cc3C)CC2)cc1=O | -18%
O=S(=O)(Nc1cccc(-c2ccc(N3CCOCC3)nn2)c1)c1cc(C(F)(F)F)ccc1Cl | -4%
O=C(NCc1ccccc1)c1cc2sccc2n1Cc1ccc(F)cc1 | i
CCN1c2cc(C(=O)Nc3ccccc3C(=O)OC)ccc2C(=O)N2CCCCCC21 (stereo unspecified) | ?
Cc1ccc(NC(=O)N2CCc3c(c4cc(F)ccc4n3C)C2)cc1 | i
Nc1nc(C2CC(N)C2)cc(N2CC(c3nc4ccccc4[nH]3)C2)n1 (stereo unspecified) | ?
O=S(=O)(c1ccccc1)n1nc(-c2ccco2)nc1NCc1ccccc1 | 26%
Cc1cc(C)cc(NC(=O)CN2C(=O)COc3ccc(S(=O)(=O)Nc4ccccc4)cc32)c1 | 1%
CCOc1nccnc1NC1CCN(C(=O)c2ccc(C)s2)CC1 | 37%[activator][5.79 µM]
COCCN1C(=O)c2ccccc2C(C(=O)NCc2ccccc2F)C12CCCCC2 (stereo unspecified) | -25%
COc1ccc(C(=O)N2CCOCCNC(=O)[C@H]3CCCC[C@H]32)c(OC)n1 | i
COCCn1ncc(N2CCC(C(=O)NCC3CCCCC3)C2)cc1=O (stereo unspecified) | -19%
CCc1ccc(NC(=O)CC2C(=O)N(c3ccc(C)cc3)C(=O)N2C2CCCC2)cc1 (stereo unspecified) | 11µM*
Cc1ccc(C(=O)n2nc(C)c(S(=O)(=O)N3CCOCC3)c2C)cc1 | -23%
COc1cc(C(c2c(O)c3ccccc3oc2=O)c2c(C)n(C)n(-c3ccccc3)c2=O)ccc1OCC(=O)O (stereo unspecified) | 20%
CC(C)(C)C(=O)NC1CCN(c2cn[nH]c(=O)c2)CC1 | -6%
O=C1CC(c2ccccc2)N(C(=O)CNC(=O)C2CC2)CCCCCCN1 (stereo unspecified) | 22%
COCC(=O)N1C[C@@H]2C(=O)N(CCc3ccccc3)C(=O)[C@@H]2C1 | 21%
O=C1CC(c2ccccc2)N(C(=O)C2CC2)CCCN(C(=O)NCc2ccccc2)CCN1 (stereo unspecified) | -22%
N#Cc1ccc(CNC(=O)[C@@H]2Cc3nc[nH]c3CN2Cc2ccc(C(F)(F)F)cc2)cc1 | -23%
COc1ccc(NC(=O)CN2C(=O)C(C)(C)c3ccccc32)cc1Cl | 12%
Cc1ncnc(N2CCC(Oc3ccc4ccccc4c3)(C(=O)O)CC2)c1C | -16%
CC(=O)Nc1ccc(NC(=O)c2cccc(CN3CCCC(C#N)C3)c2)cc1 (stereo unspecified) | -10%
CC(C)NS(=O)(=O)c1ccc2c(c1)nc(-c1ccc(CO)o1)n2C(C)C | 7%
COc1cccc(-c2nc(CS(=O)(=O)CC(=O)Nc3cc(F)ccc3F)c(C)o2)c1 | -15%
O=C1CCN(C(=O)C2CCN(S(=O)(=O)Cc3ccccc3)CC2)CCCCCCN1 | 1%
O=C1NCCCCCN(Cc2cccnc2)[C@H]2CCC[C@@H]12 | i
CCOc1ccccc1CN1CCC2(CCN(CCc3ccc(OC)cc3)CC2)Oc2ccccc21 | ?
COc1ccc(S(=O)(=O)NCCc2sc(-c3cccnc3)nc2C)c(F)c1 | i
CN(C)Cc1nnc(C2CC(NC(=O)Cc3c[nH]c(=O)n(C)c3=O)C2)n1C (stereo unspecified) | 1%
CCOC(=O)C1CCN(C(=O)Cn2nc(CC)n3c(cc4sccc43)c2=O)CC1 | -12%
CCC(=O)NCC(=O)N1CCCCCCNC(=O)CC1c1ccccc1 (stereo unspecified) | 33%[activator]
COc1cccc(C(=O)N2CCC(Cc3nc(C(C)C)no3)CC2)c1 | i
Cc1ccc(-c2noc(-c3nc(Cc4ccc(F)cc4)no3)n2)cc1 | 16%

Later entries
SMILES | Pf Dd2 inh
COc1cc(-c2cc(OC)c3c(C)oc(C)c3c(=O)c2)ccc1OC(=O)c1ccccc1F | ?
COc1ccc(-c2noc(CC3CCN(C(=O)Cc4ccccc4OC)CC3)n2)cc1 | ?
Cc1nnc2ccc(NCC(C)C)nn12 | 1%
O=C1NCCCCCCN(Cc2ccncc2)[C@@H]2CN(Cc3cccnc3)CC[C@@H]12 | ?
Cc1ccc(CN(C)Cc2ccc(F)cc2)cc1 | 10%[44.1 µM]
Cc1ccc([C@@H]2CN(C(=O)c3ccco3)[C@@H]3C4CCN(CC4)[C@@H]32)cc1 | -28%
COc1ccc(CCNC(=O)CN2C(=O)NC(c3ccccc3Cl)C3=C2COC3=O)cc1OC (stereo unspecified) | i
COc1cc(-c2cccs2)cc2c1OCCN(C(=O)c1ccncc1C)C2 | -15%
Cc1cc(NS(=O)(=O)c2ccc3c(c2)CN(C(=O)CCC(C)C)CC3)no1 | -2%
Cc1ccc(NC(=O)c2oc3ccccc3c2NC(=O)c2cc3ccccc3o2)cc1 | ?
O=C([C@@H]1C[C@H](F)CN1C(=O)c1ccccc1C(F)(F)F)N1CCOCC1 | -11%
CCCNC(=O)c1cc2n(n1)CCCN(Cc1ccc(F)cc1)C2=O | i
COc1cccc(C(=O)Nc2cc3c(cc2C(=O)c2ccc(C)cc2)OCCO3)c1 | 4%
COCCCn1c(=N)c(C(=O)NCc2cccnc2)cc2c(=O)n3cccc(C)c3nc21 | ?
CC(=O)N(C1CCOCC1)C1CCN(C(=O)NCc2ccc(OC(F)(F)F)cc2)CC1 | ?

Exported field by field: part of the list above.
> Cc1ccc(NC(=O)N2CCc3c(c4cc(F)ccc4n3C)C2)cc1
  Pf Dd2 inh: i

> COc1ccc(-c2noc(CC3CCN(C(=O)Cc4ccccc4OC)CC3)n2)cc1
  Pf Dd2 inh: ?

> COCCN1C(=O)c2ccccc2C(C(=O)NCc2ccccc2F)C12CCCCC2 (stereo unspecified)
  Pf Dd2 inh: -25%

> CC(C)(C)C(=O)NC1CCN(c2cn[nH]c(=O)c2)CC1
  Pf Dd2 inh: -6%

Later entries.
SMILES | Pf Dd2 inh
O=C1CC2CCCC(C1)N2C(=O)c1ccccn1 | -7%[44.1 µM]
c1ncc(-c2ccc(-c3noc([C@@H]4CCCN4Cc4ccc5c(c4)OCO5)n3)cn2)cn1 | ?
CC(=O)c1cccc(NC(=O)c2cnc(-c3ccccc3)nc2-c2ccncc2)c1 | i
O=C1C2CN(Cc3ccc(F)cc3F)CCC2OCCN1Cc1ccccc1 (stereo unspecified) | i
COc1ccc2[nH]c3c(c2c1)CCN(C)C31CCN(C(=O)c2ccccc2F)CC1 | -17%
CC(c1ccccc1)N1Cc2cc(NC(=O)Cc3cccs3)ccc2OCC1=O (stereo unspecified) | -10%
COc1ccc(-c2nn3c(=O)cc(CN4CCN(C(=O)c5ccc(C(C)(C)C)cc5)CC4)nc3s2)cc1 | ?
Cc1n[nH]c(C)c1CCCn1ccnc1-c1cnc[nH]1 | 8%
CCC1Oc2ccc(NC(=O)c3cccs3)cc2CN(Cc2ccc(OC)cc2)C1=O (stereo unspecified) | i
CCN1CCN(c2csc3ccc(C)cc3c2=O)CC1 | -3%
O=C(c1ccc(OC(F)(F)F)cc1)N1CCN(c2cc(-c3ccccc3)[nH]n2)CC1 | i
CCOC(=O)C(Cc1c[nH]c2ccccc12)NC(=O)COc1ccc(CC)cc1 (stereo unspecified) | 4%
COc1ccccc1CNC(=O)[C@H]1C[C@@H](O)[C@H](O)[C@@H]2N=C(Nc3ccc(C)cc3)S[C@@H]21 | i
O=C1Nc2ccc(-c3ccccc3)cc2C(=O)N2CC[C@H](NS(=O)(=O)c3cccs3)[C@@H]12 | i
Cc1ccc(-c2noc(CSc3nnc(C)n3-c3ccc(C)cc3)n2)cc1 | ?
Cc1ccc(CNC(=O)N2CCC(OC3CCN(Cc4ccccc4)CC3)CC2)cc1 | ?
CN(C)CCCNC(=O)c1cn2ccnc(-c3ccc(F)cc3)c2n1 | -9%
O=C(Nc1cc(-c2nc3ccccc3o2)ccc1Cl)c1ccc(N2CCCCC2)c([N+](=O)[O-])c1 | 12%
CC(C)c1noc(CC2CCN(C(=O)c3ccc4c(c3)OCO4)CC2)n1 | i
CC(C)NC(=O)N1CCC2(CC1)CN(C(=O)C1CCN(C)CC1)Cc1ccccc1O2 | -9%
CCOCCOC1CCN(C(=O)c2ccccc2)CC1 | 38%[activator]
O=C(Nc1cccc2ccccc12)O[C@@H]1CO[C@H]2[C@@H]1OC[C@@H]2NS(=O)(=O)c1cccs1 | -13%
O=C([C@H]1C[C@H](Oc2ccccc2)CN1C(=O)Nc1cccc(F)c1)N1CCOCC1 | -11%
Cc1cn2nc(C(=O)N3CCC(NC(=O)c4ccccc4)CC3)cc2c(=O)[nH]1 | -22%
Cc1cccc(CNC(=O)CCc2conc2-c2cccc(F)c2)c1 | ?
CC1=C[C@@H](CN2CCC(C(N)=O)CC2)[C@H](C(C)C)C[C@H]1Cc1nnc(-c2ccc(N(C)C)cc2)o1 | 3.5µM*
COc1ccc(C2Cn3nnc(-c4nc(-c5ccccc5)no4)c3CO2)cc1 (stereo unspecified) | i
COc1ccc(-c2cn(C)c(=O)n3cc(CN4CCNC(=O)C4)nc23)c(C(F)(F)F)c1 | -38%[44.1 µM]
COc1ccc(CNC(=O)CSc2nc(-c3ccc(OC)cc3)cc(C(F)(F)F)n2)cc1 | 5%
CCn1c2c(c(=O)n3ncc(C(=O)Nc4cccc(Cl)c4C)c13)CN(Cc1ccc(OC)cc1)CC2 | ?
COc1ccc(CN2C[C@H]3CN(Cc4ccc(S(C)(=O)=O)cc4)CCN3C2=O)cc1 | -17%[44.1 µM]
COc1ccc(NC(=O)O[C@@H]2CO[C@H]3[C@@H]2OC[C@@H]3NC(=O)COc2ccccc2)cc1 | i
CCCCCNC(=O)Cc1csc2nc(C)c(-c3cc(C)n(-c4ccc(F)cc4)n3)c(=O)n12 | i
CCC(C)NC(=O)C(NC(=O)c1cccs1)C1CCN(C(=O)c2ccccc2F)CC1 (stereo unspecified) | -10%
COc1ccccc1-c1noc(-c2nnn3c2COC(c2ccc(F)cc2)C3)n1 (stereo unspecified) | i
Cc1ccc(C2(O)CCN(C(=O)c3cc4c(s3)CCCC4)CC2)nc1 | -27%
CCc1nnsc1C(=O)N1CCc2nc(NC)nc(C(=O)N3CCCC3)c2C1 | -6%

Screens as filed in PubChem BioAssay.
